Bioassay records: PubChem BioAssay, National Center for Advancing Translational Sciences (NCATS)
ALOX12 inh: blocks human arachidonate 12S-lipoxygenase | P18054 | purified 12hLO, xylenol orange hydroperoxide absorbance | Potency, µM (series often up to 108 µM), without a hit: top-dose activity change, negative = inhibition, actives largely listed as inhibitors | actives 1.1% (n = 580,000) | AID 1671190; also: % is scaled to controls: 0 for no effect and ±100 for the full control effect
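Purified human 12hLO at 150 nM in 25 mM Hepes, 0.01% Triton X-100, pH 7.0, preincubated 15 min at room temperature with compound. Reaction started with 40 uM arachidonic acid, 30 min at room temperature. Hydroperoxide measured by Fe-xylenol orange, 573/405 nm absorbance ratio.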
TrxR1 substrate: is turned over as a substrate by rat TrxR1; O89049; AID 588456; Potency, µM (titrated, usually from 114 µM), without a hit: top-dose activity change, negative = substrate turnover; actives 0.01% (n = 390,000); purified TrxR1 substrate turnover, NADPH consumption readout; also: % is scaled to controls: 0 for no effect and ±100 for the full control effect; nearly all actives have a fitted effect of over 50% in size
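Rat TrxR1, dispensed at 90 nM, was prereduced with 400 uM NADPH (final) for 5 min at ~22 deg C, then incubated with compound 15 min before 400 uM selenite. A first-read NADPH fluorescence drop versus no-compound background flagged substrates.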
IDH1 R132H inh: inhibitors of human mutant IDH1 R132H; O75874; IDH1-R132H enzyme, NADPH consumption, diaphorase/resazurin fluorescence; Potency, µM (top dose mostly 76.6 µM), without a hit: top-dose activity change, negative = inhibition, most hits filed as inhibitors; actives 0.093% (n = 390,000); AID 602179; also: % is scaled to controls: 0 for no effect and ±100 for the full control effect; nearly all actives have a fitted effect of over 65% in size
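IDH1-R132H (0.5 ug/mL) preincubated 30 min with compound, then NADPH (0.016 mM) and alpha-KG (2 mM) added; 80 min at RT, pH 7.5. Remaining NADPH coupled via diaphorase/resazurin to fluorescence (540/590 nm); concentration-response curves normalized to no-enzyme control.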
RXFP1 agonist: RXFP1 (human) receptor agonism. Q9HBX9. HEK293T-RXFP1 cAMP TR-FRET, 30 min; response scale: percent of porcine relaxin response, buffer zero. Potency, µM (top dose mostly 57.5 µM), without a hit: top-dose activation, hits mostly activators. actives 0.3% (n = 370,000). AID 2676; also: % is scaled to controls: 0 for no effect and ±100 for the full control effect; nearly all actives have a fitted effect of over 60% in size; many of its hits are not listed in these tables
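Agonist response is measured as cAMP accumulation in an RXFP1-transfected HEK293T line under PDE4 inhibition. Values are scaled between buffer-only and 29 nM porcine relaxin, and EC50s come from standard Hill equation fits.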
RGS4 inh: human RGS4 inhibition; Transcreener GDP fluorescence polarization, RGS4-accelerated GTP hydrolysis; Potency, µM (top dose mostly 114 µM), inactives show at the highest dose activity change, negative = inhibition, actives largely listed as inhibitors; actives 0.039% (n = 390,000); also: % is scaled to controls: 0 for no effect and ±100 for the full control effect; nearly all actives have a fitted effect of over 75% in size; some results filed as inactive show a strong effect at the top dose
Target sequence (P49798 whole entry, looked up): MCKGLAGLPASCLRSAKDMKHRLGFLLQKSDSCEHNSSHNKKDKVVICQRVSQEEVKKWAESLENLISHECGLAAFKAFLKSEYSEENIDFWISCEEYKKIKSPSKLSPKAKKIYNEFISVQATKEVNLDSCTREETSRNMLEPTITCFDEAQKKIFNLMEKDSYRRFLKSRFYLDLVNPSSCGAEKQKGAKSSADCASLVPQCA
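MLSMR compounds (23 nl, pin-transferred) preincubated 10 min at room temperature with a 500nM (2x) first reagent, then RGS4 at 900nM (2x) plus Transcreener GDP mix added; fluorescence polarization (620/688 nm) read before and after 90 min at 30 °C.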
Vif-A3G inh: inhibitors of Vif-APOBEC3G interaction; actives 0.076% (n = 410,000); Potency, µM (titrated, usually from 46.1 µM), for the others: top-dose activity, negative = active, actives largely listed as inhibitors; HeLa A3G-eYFP + Vif (tagged APOBEC3G with the HIV-1 protein that degrades it), YFP fluorescence, overnight;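 also: % is scaled to controls: 0 for no effect and ±100 for the full control effect; nearly all actives have a fitted effect of over 60% in size; hits raise eYFP signal because A3G escapes Vif-driven loss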
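HeLa cells stably expressing Vif and C-terminally eYFP-tagged A3G, seeded overnight at 37 deg C, then exposed to compound by pintool overnight at 37 deg C. Rise in yellow fluorescence (Ex 488/Em 500-530, Acumen) marks blocked Vif-driven A3G degradation.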
USP1-UAF1 inh: inhibitors of human USP1/UAF1 deubiquitinase; O94782; recombinant USP1/UAF1, Ub-Rhodamine cleavage fluorescence; Potency, µM (highest dose often 57.1 µM), without a hit: top-dose activity change, negative = inhibition, actives largely listed as inhibitors; actives 0.23% (n = 390,000); AID 743255; also: % is scaled to controls: 0 for no effect and ±100 for the full control effect; nearly all actives have a fitted effect of over 60% in size; inactives centre near -12
Target sequence (O94782 whole entry, looked up): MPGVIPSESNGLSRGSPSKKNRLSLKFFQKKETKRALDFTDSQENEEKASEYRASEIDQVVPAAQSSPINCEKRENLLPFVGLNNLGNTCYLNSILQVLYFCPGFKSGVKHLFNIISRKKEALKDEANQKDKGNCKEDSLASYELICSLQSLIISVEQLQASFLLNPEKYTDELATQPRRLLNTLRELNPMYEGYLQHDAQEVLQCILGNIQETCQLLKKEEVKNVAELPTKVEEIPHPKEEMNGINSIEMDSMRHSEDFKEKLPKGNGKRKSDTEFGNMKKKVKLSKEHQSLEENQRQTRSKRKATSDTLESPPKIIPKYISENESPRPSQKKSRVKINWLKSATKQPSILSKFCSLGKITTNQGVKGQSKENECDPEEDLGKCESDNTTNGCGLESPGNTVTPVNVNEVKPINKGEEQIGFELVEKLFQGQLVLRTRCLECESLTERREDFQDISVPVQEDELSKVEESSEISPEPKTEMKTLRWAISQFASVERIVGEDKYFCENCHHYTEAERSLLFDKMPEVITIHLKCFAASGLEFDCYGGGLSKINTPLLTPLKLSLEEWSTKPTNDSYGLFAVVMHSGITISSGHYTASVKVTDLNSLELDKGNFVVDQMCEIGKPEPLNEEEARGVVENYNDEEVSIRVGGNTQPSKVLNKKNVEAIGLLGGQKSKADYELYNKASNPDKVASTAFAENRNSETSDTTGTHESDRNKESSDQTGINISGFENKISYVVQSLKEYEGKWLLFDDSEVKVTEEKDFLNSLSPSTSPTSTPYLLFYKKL
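In this screen, compounds sit with the deubiquitinase complex (1nM) for 15 min at room temperature before Ub-Rho is added at 150nM final. Fluorescence rise is then followed for 6 reads every 60 seconds.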
TrxR1 inh: rat TrxR1 inhibition; Potency, µM (series often up to 114 µM), for inactives: top-dose activity change, negative = inhibition, most hits filed as inhibitors; recombinant rTrxR1, NADPH fluorescence consumption, selenite substrate; actives 1% (n = 390,000); O89049; AID 588453; also: % is scaled to controls: 0 for no effect and ±100 for the full control effect; nearly all actives have a fitted effect of over 65% in size
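Rat TrxR1 (90 nM in the dispensed reagent) was pre-reduced with 400 uM NADPH for 5 min at room temperature, then incubated with compound for 15 min. After 400 uM selenite was added, NADPH fluorescence (Ex 340/Em 450 nm) was followed for 8 min.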
Vif-A3F inh: blocks the Vif interaction with APOBEC3F; Potency, µM (highest dose often 46.1 µM), inactives show at the highest dose activity, negative = active; HeLa A3F-eYFP + Vif (tagged APOBEC3F with the HIV-1 protein that degrades it), YFP fluorescence increase; AID 602313; actives 0.2% (n = 390,000); also: % of control where 0% means no effect; nearly all actives have a fitted effect of over 65% in size
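Fluorescence increase (Ex 488/Em 500-530) after overnight compound treatment at 37 deg C flags inhibition of Vif-driven A3F-eYFP loss in stable HeLa A3F-eYFP/Vif cells seeded overnight beforehand.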
Active calls of the source: *; ? = inconclusive; . = not tested or not shown; & = joins results of further samples; [ ] = another dose, or the depositor's remark. Calls follow the shape of the dose curve; as a rule, active = well fitted curve in the direction sought with a large enough effect; inconclusive = small, poorly fitted or top-dose-only effect, or another doubt; inactive = no such curve, though single readings can be large; an effect the other way counts as inactive or inconclusive. Potency is read from the fitted curve at half-maximal effect. Not all compounds are listed; count on the stated rates, not on these rows.

Field names: A = ALOX12 inh; B = TrxR1 substrate; C = IDH1 R132H inh; D = RXFP1 agonist; E = RGS4 inh; F = Vif-A3G inh; G = USP1-UAF1 inh; H = TrxR1 inh; I = Vif-A3F inh
1. Cc1nnc(NC(=O)c2ccc(N3CCCC3=O)cc2)s1
  A = -16%	B = -2%	C = 14%	D = -0.3%	E = 21%	F = 1%	G = -15%	H = 3%	I = -13%
2. CS(=O)(=O)c1ccc(-c2nnn(CC(=O)Nc3ccc4c(c3)OCCO4)n2)cc1
  A = 12%	B = 0%[57.1 µM]	C = 5%	D = -4.2%	E = 2%	F = 2%	G = -10%	H = 16%[57.1 µM]	I = -8%
3. O=C(CCl)NC(Cc1ccccc1)C(=O)OCC(=O)c1ccc(-c2ccccc2)cc1 (stereo not given)
  A = ?	B = 12%[57.1 µM]	C = 1%	D = .	E = 20%	F = -1%	G = -23%	H = 14%[11.4 µM]	I = -4%
4. Cn1cnc([N+](=O)[O-])c1SCC(O)CN1CCCCC1 (stereo not given)
  A = -13%	B = -7%	C = -5%	D = 1.1%	E = -1%	F = 1%	G = -12%	H = 13%	I = 7%
5. COc1ccc(NC(=O)c2cc3ccccc3o2)cc1OC
  A = -5%	B = -9%	C = 6%	D = 2.8%	E = ?	F = 1%	G = -24%	H = 5%[57.1 µM]	I = -9%
6. c1ccc(C2c3[nH]c4ccccc4c3CCN2Cc2cccn2-c2cccnc2)nc1 (stereo not given)
  A = ?	B = 4%	C = 1%	D = 1.3%	E = -33%	F = -5%	G = -31%	H = 50µM*	I = -5%
7. O=C(Cn1c(Cc2ccccc2)nc2ccccc21)NCc1ccc2c(c1)OCO2
  A = 12%	B = -8%	C = 8%	D = -0.1%	E = 4%	F = -5%	G = -13%	H = -7%	I = 3%
8. CC1(C)CC(=O)C=C(Nc2ccc(OCC(F)(F)C(F)F)cc2)C1
  A = 4%	B = 3%[57.1 µM]	C = 3%	D = -0.2%	E = 27%	F = 0%	G = 2%	H = 1%[57.1 µM]	I = -5%
9. C(#CC12CC3CC(CC(C3)C1)C2)CN1CCOCC1
  A = ?	B = 6%	C = -2%	D = -0.1%	E = -17%	F = -2%	G = 2%	H = 16%	I = -3%
10. COC(=O)COC(=O)CC(CC(N)=O)c1ccccc1 (stereo not given)
  A = -23%	B = 3%	C = -2%	D = 0.0%	E = -23%	F = 1%	G = -19%	H = 5%	I = -3%
11. CSC1=NCCN1C(=O)c1cccc(Br)c1
  A = -11%	B = -2%	C = 9%	D = -0.7%	E = -20%	F = -4%	G = -19%	H = 1%	I = -20%
12. Cc1cccc(NS(=O)(=O)c2cnc[nH]2)c1
  A = -2%	B = -6%	C = 4%	D = 1.2%	E = -6%	F = 1%	G = -17%	H = 1%	I = -2%
13. CCOc1ccc(-c2c(C(=O)N/N=C(\C)c3ccco3)nnn2-c2nonc2N)cc1
  A = -6%	B = 4%	C = 3%	D = 0.9%	E = 2%[56.9 µM]	F = 0%	G = -15%	H = 25%	I = 4%
14. COC(=O)/C=C/C(=O)N1CCN(c2ccccc2C)CC1
  A = -1%	B = 1%	C = -4%	D = 2.0%	E = 8%	F = ?	G = -15%	H = 2%	I = -4%
15. O=C(CN1CCN(S(=O)(=O)c2ccccc2)CC1)N1CCc2ccccc21
  A = 141%[activator]	B = -5%	C = 5%	D = -1.7%	E = 1%	F = -2%	G = -22%	H = -5%	I = 1%
16. Cc1cc(Cl)ccc1N(CC(=O)NCCSCc1ccco1)S(C)(=O)=O
  A = ?	B = 6%[57.1 µM]	C = -3%	D = -0.1%	E = 9%	F = 2%	G = -10%	H = -15%	I = 2%
17. O=C(CC1NCCc2ccccc21)Nc1ccc(Cl)cc1 (stereo not given)
  A = 7%	B = -3%[57.1 µM]	C = 1%	D = 5.4%	E = -28%	F = -2%	G = -25%	H = 7%[57.1 µM]	I = 9%
18. Cc1ccc(S(=O)(=O)CCC(=O)OCc2ccc(Cl)cc2)cc1
  A = 13%	B = -8%	C = 5%	D = -1.0%	E = 18%	F = -1%	G = -22%	H = 0%	I = -2%
19. O=c1oc2ccccc2cc1-c1nc2c(s1)CCc1ccccc1-2
  A = ?	B = -1%&6%	C = 13%	D = 8.1%	E = ?	F = -3%&-18%	G = -24%	H = -35%&-6%	I = -18%
20. O=C(COC(=O)COc1ccccc1)Nc1ccccc1OC(F)F
  A = 12%	B = 2%	C = 8%	D = -0.1%	E = 17%	F = 0%	G = -5%	H = 14%	I = 3%
21. Cc1ccc(-n2cc(CN3CCN(c4ccccn4)CC3)c(-c3ccc(F)cc3)n2)cc1
  A = 6%	B = 5%	C = -9%	D = -1.7%	E = 32%	F = 3%	G = -14%	H = 20%	I = 6%
22. Cc1ccccc1/C=C/c1nc2ccccc2c(=O)n1CCc1ccccc1
  A = -13%	B = 4%	C = 5%	D = 0.4%	E = -13%	F = 0%	G = -13%	H = 10%	I = 3%
23. CCOc1ccc(CNS(=O)(=O)c2ccc3[nH]c4c(c3c2)CCCC4)cc1OC
  A = ?	B = -1%	C = 0%	D = 0.8%	E = 19%	F = -1%	G = -20%	H = 3%	I = -2%
24. CCOCCCN(C(=O)Cn1nnc2ccccc21)C(C(=O)NCc1ccco1)c1ccncc1 (stereo not given)
  A = 0%	B = -13%	C = -1%	D = 0.3%	E = -39%	F = 1%	G = -18%	H = -75%	I = 6%
25. COc1cccc(OC)c1C(=O)Nc1ccc(CN2CCOCC2)cc1
  A = 42%[activator]	B = 2%	C = 4%	D = 0.1%	E = -3%	F = 2%	G = -2%	H = -8%	I = -13%
26. CC1=CC(C)C(C(=O)O)C(C(=O)Nc2cccnc2)C1 (stereo not given)
  A = -5%	B = 5%[57.1 µM]	C = 4%	D = 0.9%	E = 8%	F = 1%	G = -5%	H = 6%[57.1 µM]	I = 3%
27. O=C(NCCN1CCOCC1)/C(=C\c1ccc(F)cc1)NC(=O)c1ccccc1
  A = 5%	B = -8%	C = 7%	D = 0.2%	E = 25%[11.4 µM]	F = 3%	G = -7%	H = -2%	I = 2%
28. COc1ccc(/C=N/N(C)C2=NCCN2)c(OC)c1OC
  A = 1%	B = -5%	C = 1%	D = 1.6%	E = 0%	F = 1%	G = -5%	H = 3%	I = 9%
29. CCOC(=O)c1cc2c(nc1N)CCCC2
  A = 3%	B = 178%[activator]	C = 5%	D = -5.9%	E = 32%	F = -2%	G = -2%	H = ?	I = 4%
30. O=C(CCCCl)N1CCc2[nH]c3ccccc3c2C1
  A = ?	B = -2%	C = 4%	D = 0.3%	E = 21%	F = 1%	G = -29%	H = -3%	I = 8%
31. C[C@@H](C(=O)OCC(=O)Nc1cc(S(=O)(=O)N2CCOCC2)ccc1Cl)N1C(=O)C2CCCCC2C1=O (stereo not given in full)
  A = -20%	B = -6%	C = 9%	D = 2.4%	E = -19%	F = -8%	G = -19%	H = -8%	I = 4%
32. O=C(CNC(=O)c1ccc2ccccc2c1)OCC(=O)N1CCN(S(=O)(=O)c2ccc3ccccc3c2)CC1
  A = ?	B = 7%	C = -5%	D = 1.1%	E = -17%	F = 0%	G = -17%	H = -5%	I = -3%
33. O=C1c2ccccc2C(=O)N1Cc1ccco1
  A = 0%	B = 1%	C = -2%	D = 1.8%	E = -21%	F = -1%	G = -17%	H = -4%	I = 7%
34. O=C(O)c1ccc(COc2ccccc2Cl)cc1
  A = -12%	B = 5%[2.29 µM]	C = -6%	D = 2.3%	E = 10%	F = 1%	G = -6%	H = -13%[2.29 µM]	I = -2%
35. Cc1ccn2c(NCc3ccc4c(c3)OCO4)c(-c3ccc(O)cc3)nc2c1
  A = 7%	B = 25%	C = 8%	D = 3.6%	E = 10%	F = 1%	G = -8%	H = 40%	I = -1%

Compound profiles, from the list above. Order of values: ALOX12 inh	TrxR1 substrate	IDH1 R132H inh	RXFP1 agonist	RGS4 inh	Vif-A3G inh	USP1-UAF1 inh	TrxR1 inh	Vif-A3F inh
Results for CSC1=NCCN1C(=O)c1cccc(Br)c1 → -11%	-2%	9%	-0.7%	-20%	-4%	-19%	1%	-20%
Results for Cc1ccn2c(NCc3ccc4c(c3)OCO4)c(-c3ccc(O)cc3)nc2c1 → 7%	25%	8%	3.6%	10%	1%	-8%	40%	-1%
Results for Cc1nnc(NC(=O)c2ccc(N3CCCC3=O)cc2)s1 → -16%	-2%	14%	-0.3%	21%	1%	-15%	3%	-13%

Laid out differently: results already given.
Every second line gives: ALOX12 inh, TrxR1 substrate, IDH1 R132H inh, RXFP1 agonist, RGS4 inh, Vif-A3G inh, USP1-UAF1 inh, TrxR1 inh, Vif-A3F inh
#34 O=C(O)c1ccc(COc2ccccc2Cl)cc1
    -12%, 5%[2.29 µM], -6%, 2.3%, 10%, 1%, -6%, -13%[2.29 µM], -2%
#35 Cc1ccn2c(NCc3ccc4c(c3)OCO4)c(-c3ccc(O)cc3)nc2c1
    7%, 25%, 8%, 3.6%, 10%, 1%, -8%, 40%, -1%
